Bioassay records from PubChem BioAssay.
GSK3B inh: human GSK3beta kinase inhibition; activity score (negative = inhibition), % at 10 µM; GST-GSK3beta kinase, ADP-Glo luminescence, 60 min; hits give low values; AID 2097; 300,000 tested, 0.038% active;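 active = more than half of replicate wells score below -50%, meaning over 50% inhibition versus plate controls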;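 also: 0% = median DMSO wells and -100% = median GW8510 positive control wells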
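Test system: GST-tagged human GSK3beta kinase, cell-free; evaluation: activity score scaled between in-plate DMSO and GW8510 controls; measured by: ADP-Glo luminescence; incubation: 60 min reaction, RT; benchmarks: DMSO and 20 µM GW8510; reagent: peptide substrate plus 25 µM ATP (final); medium: Tris/MgCl2 kinase buffer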
KCNQ1 block: human KCNQ1 channel inhibition; 310,000 tested, 1.3% active; CHO-K1 KCNQ1, FluxOR thallium flux fluorescence; hits give high values; P51787; B-score at 10 µM;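 active = compounds whose thallium flux B-score, printed positive for inhibition, exceeds three library SD while starting fluorescence stays within three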;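 also: channel opened by potassium depolarization with thallium stimulus after 20 min compound exposure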
GSK3A inh: human GSK-3 alpha kinase inhibition | 320,000 tested, 0.1% active | ADP-Glo luminescence, 60 min | P49840 | inhibition, % at 10 µM;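 in the data active = inhibition above about 50%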;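 also: GST-tagged GSK-3 alpha with peptide substrate and 25 µM ATP; 0% = DMSO neutral wells and 100% = GW8510 positive control wells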
KCNK9 block: inhibitors of human KCNK9 two-pore domain potassium channel; Q9NPC2; HEK293 KCNK9, FluxOR thallium flux fluorescence; hits give low values; B-score at 10 µM; 310,000 tested, 1.2% active; AID 488922;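 active = ratio B-score over 3 SD below the library mean, with starting fluorescence within 5 SD of its mean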;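 also: negative B-score means less thallium flux so channel inhibition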
RGS4 pot: RGS4 potentiation or activation | 310,000 tested, 0.92% active | B-score at 10 µM | HEK293 M3R/inducible RGS4, carbachol calcium flux Fluo4; hits give low values;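 active = B-score of the integrated calcium signal more than 4 SD below the library mean, with starting fluorescence not abnormally high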;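 also: negative B-score means reduced calcium response which marks RGS4 activation or potentiation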
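Assay system: Inducible-RGS4 HEK293 cells carrying M3 receptor | Schedule: Compound preincubation 20 min at room temperature before agonist | Signal: Kinetic calcium fluorescence imaging with Fluo4-AM dye, 2 µM | Read-out basis: B score from integrated fluorescence ratio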
PolyA inh: blocks polyadenylation in yeast reporter cells; S. cerevisiae SKY197-pL101 polyadenylation reporter, beta-gal luminescence; efflux-impaired pdr1/pdr3 knockout yeast; score 100 = 6 SD above DMSO; calls only at 12 µM; 300,000 tested, 0.02% active; AID 1875;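 active = lowest replicate activity score at least 50, where 100 means six control SD above control mean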;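 also: yeast exposed to compound for 9 h at 30 °C; higher score means more reporter readthrough which indicates perturbed polyadenylation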
RGS4 block: human RGS4 inhibition | P49798 | HEK293 M3R/RGS4 inducible, Fluo-4 calcium flux; hits give high values; triggered by carbachol at its EC20 | B-score at 10 µM | 310,000 tested, 0.45% active;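 active = B-score, a plate-corrected calcium signal, over three deviations above library mean, with baseline fluorescence within five deviations of library mean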;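 also: RGS4 expression induced by doxycycline in cells with stable M3 receptor; B-score is computed from the integrated fluorescence ratio over baseline after carbachol; higher B-score means a larger calcium signal and so more RGS4 inhibition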
KCNK3 block: human KCNK3 channel inhibition, primary screen; O14649; CHO-KCNK3 thallium flux, FluxOR fluorescence; hits give low values; B-score at 10 µM; 340,000 tested, 0.84% active;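 active = B-score under library mean minus 4 SD, starting fluorescence ratio at most library mean plus 5 SD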;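 also: more negative B-score means stronger inhibition of thallium flux through KCNK3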
Dyrk1A ADPGlo: Dyrk1A (rat) kinase inhibition; Q63470; ADP-Glo luminescence, NFATc1 peptide; inhibition, % at 12.5 µM; 310,000 tested, 0.43% active; AID 504441; in the data active = inhibition above about 50%;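 also: plate controls were vehicle with enzyme for no effect and no enzyme for full effect; many of its hits are not listed in these tables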
hERG protect: hERG (human) protection from proarrhythmic block; Q12809; CHO-hERG, FluxOR thallium flux, dofetilide IC70 present; activation (rescue from dofetilide block), less the hit threshold, % at 10 µM; 310,000 tested, 0.51% active; AID 1511;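 active = activation above the mean of controls blocked by dofetilide plus 5 SD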;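 also: thallium influx through hERG after potassium depolarization seen as dye fluorescence rise; in these data hits start at about 4.7%; inactives centre near -7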
Target sequence (Q12809 whole entry, looked up): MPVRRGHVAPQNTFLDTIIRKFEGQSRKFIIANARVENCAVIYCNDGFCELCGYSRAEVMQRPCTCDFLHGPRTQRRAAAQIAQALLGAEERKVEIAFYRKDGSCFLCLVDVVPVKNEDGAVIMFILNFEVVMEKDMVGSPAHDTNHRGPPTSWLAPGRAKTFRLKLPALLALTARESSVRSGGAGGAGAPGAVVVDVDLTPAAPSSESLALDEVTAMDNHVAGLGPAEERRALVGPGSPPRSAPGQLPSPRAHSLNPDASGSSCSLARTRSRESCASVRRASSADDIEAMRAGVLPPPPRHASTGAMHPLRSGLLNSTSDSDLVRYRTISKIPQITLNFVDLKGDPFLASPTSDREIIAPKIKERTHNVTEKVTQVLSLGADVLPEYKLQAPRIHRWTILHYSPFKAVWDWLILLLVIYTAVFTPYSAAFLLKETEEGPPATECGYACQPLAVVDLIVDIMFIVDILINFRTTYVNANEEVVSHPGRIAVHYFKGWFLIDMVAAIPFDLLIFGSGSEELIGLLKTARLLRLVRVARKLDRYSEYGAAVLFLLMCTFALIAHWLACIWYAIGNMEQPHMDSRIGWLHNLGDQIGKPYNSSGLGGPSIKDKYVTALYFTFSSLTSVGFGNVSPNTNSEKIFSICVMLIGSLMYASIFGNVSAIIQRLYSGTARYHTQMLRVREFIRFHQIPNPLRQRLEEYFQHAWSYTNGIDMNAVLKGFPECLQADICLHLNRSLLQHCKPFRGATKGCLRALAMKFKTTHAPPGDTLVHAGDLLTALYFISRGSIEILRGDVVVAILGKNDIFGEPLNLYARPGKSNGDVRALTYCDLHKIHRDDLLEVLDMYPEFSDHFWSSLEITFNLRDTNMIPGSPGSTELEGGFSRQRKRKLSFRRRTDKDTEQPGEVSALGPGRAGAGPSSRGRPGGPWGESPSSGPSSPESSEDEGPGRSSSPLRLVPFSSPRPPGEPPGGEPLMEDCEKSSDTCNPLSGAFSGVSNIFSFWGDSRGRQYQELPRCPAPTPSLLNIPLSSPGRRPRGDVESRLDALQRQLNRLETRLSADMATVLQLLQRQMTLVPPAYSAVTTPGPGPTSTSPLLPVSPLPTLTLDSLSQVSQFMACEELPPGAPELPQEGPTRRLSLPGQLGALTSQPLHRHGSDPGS
KCNQ1 act: human KCNQ1 channel potentiation or activation; CHO-K1 KCNQ1, thallium flux FluxOR fluorescence; hits give high values; 310,000 tested, 0.35% active; AID 2648; B-score at 10 µM;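 active = fluorescence ratio B-score, a plate-corrected score, at least three library SD, with initial intensity B-score within 5 SD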
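Material: CHO-K1 cells stably expressing KCNQ1. Medium: assay buffer for compound exposure, DMSO matched across wells. Reagent: K+/Tl+ depolarizing stimulus. Compound dosing: single-concentration screen. Times: 37 °C overnight plating, 90-min dark dye load, 20-min compound pretreatment. Technique: FluxOR Tl+ flux fluorescence.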
* hit, by the source's call. This is a subset; the hit share may differ from the screen's.

For N=C1SCC(=O)N1Cc1ccccc1 the results were GSK3B inh -3.5, KCNQ1 block inactive, GSK3A inh -3.6, KCNK9 block inactive, RGS4 pot inactive, PolyA inh inactive, RGS4 block inactive, KCNK3 block inactive, Dyrk1A ADPGlo -2.4, hERG protect -2.2 and KCNQ1 act inactive.
Screening CCc1sc(C(=O)N2CCC3(CC2)OCCO3)cc1Br returned GSK3B inh -22.9, KCNQ1 block inactive, GSK3A inh -2.0, KCNK9 block inactive, RGS4 pot inactive, PolyA inh inactive, RGS4 block inactive, KCNK3 block inactive, Dyrk1A ADPGlo -1.2, hERG protect -11.1 and KCNQ1 act inactive.
Screening CSc1ccc(CNC(C)C(O)c2ccccc2)cc1 (stereo not given) returned GSK3B inh 0.6, KCNQ1 block inactive, GSK3A inh -1.3, KCNK9 block inactive, RGS4 pot inactive, PolyA inh inactive, RGS4 block inactive, KCNK3 block inactive, Dyrk1A ADPGlo -4.8, hERG protect -16.1 and KCNQ1 act inactive.
CCN1C[C@]2(COC)CC[C@H](O)[C@@]34C5C[C@H]6[C@H](O)C5[C@](O)(C[C@H]6OC)[C@@H]([C@H](OC)C23)[C@@H]14 (stereo not given in full) was read as GSK3B inh -4.4, KCNQ1 block inactive, GSK3A inh -0.4, KCNK9 block inactive, RGS4 pot inactive, PolyA inh inactive, RGS4 block inactive, hERG protect -2.8 and KCNQ1 act inactive.
For O=c1[nH]c(=S)n(C2CC2)c(O)c1C=NCCc1ccccc1 the results were GSK3B inh -0.1, KCNQ1 block inactive, GSK3A inh 6.3, KCNK9 block inactive, RGS4 pot inactive, PolyA inh inactive, RGS4 block inactive, hERG protect -2.3 and KCNQ1 act inactive.
Screening O=C1NC(=S)NC(=O)C1=Cc1ccc(OCC(=O)N2CCCC2)cc1 returned GSK3B inh -0.5, KCNQ1 block inactive, GSK3A inh 0.6, KCNK9 block inactive, RGS4 pot inactive, PolyA inh inactive, RGS4 block inactive, KCNK3 block inactive, Dyrk1A ADPGlo 0.0, hERG protect -5.6 and KCNQ1 act inactive.
Screening CNCC(O)c1ccc(O)cc1 (stereo not given) returned GSK3B inh 0.3, KCNQ1 block inactive, GSK3A inh -1.0, KCNK9 block inactive, RGS4 pot inactive, PolyA inh inactive, RGS4 block inactive, hERG protect -3.7 and KCNQ1 act inactive.
COc1ccc(N2C(=O)/C(=C/c3ccc(N(C)C)o3)C(=O)NC2=S)cc1 was read as GSK3B inh -3.7, KCNQ1 block inactive, GSK3A inh -1.6, KCNK9 block inactive, RGS4 pot inactive, PolyA inh inactive, RGS4 block inactive, KCNK3 block inactive, Dyrk1A ADPGlo 4.7, hERG protect -18.9 and KCNQ1 act inactive.
For CCN1CC2([N+](=O)[O-])CC=C(Cl)C([N+](=O)[O-])(C1)C2 (stereo not given) the results were GSK3B inh 0.3, KCNQ1 block inactive, KCNK9 block inactive, RGS4 pot inactive, PolyA inh inactive, RGS4 block inactive, KCNK3 block inactive, Dyrk1A ADPGlo -7.0, hERG protect -12.2 and KCNQ1 act inactive.
Screening O=C1OCc2cc(N=Nc3c(O)[nH]c(=O)[nH]c3=O)ccc21 returned GSK3B inh 1.8, KCNQ1 block inactive, GSK3A inh 5.8, KCNK9 block inactive, RGS4 pot inactive, PolyA inh inactive, RGS4 block inactive, KCNK3 block inactive, Dyrk1A ADPGlo 35.2, hERG protect -2.1 and KCNQ1 act inactive.
Screening Cn1cc(C(=O)N2CCOCC2)c2ccccc21 returned GSK3B inh -1.0, KCNQ1 block inactive, GSK3A inh -0.9, KCNK9 block inactive, RGS4 pot inactive, PolyA inh inactive, RGS4 block inactive, KCNK3 block inactive, Dyrk1A ADPGlo 16.4, hERG protect -4.1 and KCNQ1 act inactive.
`C=C(C)CN1CC[C@]23c4c5ccc(O)c4O[C@H]2c2[nH]c4ccccc4c2C[C@@]3(O)C1C5` gave GSK3B inh -6.2, KCNQ1 block inactive, GSK3A inh 1.4, KCNK9 block inactive, RGS4 pot inactive, PolyA inh inactive, RGS4 block inactive, hERG protect -9.2 and KCNQ1 act inactive.
Screening CCOC(=O)[C@]1(C#N)[C@@H]2C=CC(C(N)=O)=CN2[C@@H](C(N)=O)[C@@H]1c1ccc(F)cc1 returned GSK3B inh -8.2, KCNQ1 block inactive, GSK3A inh 2.1, KCNK9 block inactive, RGS4 pot inactive, PolyA inh inactive, RGS4 block inactive, KCNK3 block inactive, Dyrk1A ADPGlo 21.0, hERG protect -8.6 and KCNQ1 act inactive.
`Cc1c(C(=O)N2CCC3(CC2)OCCO3)sc2ncnc(N3CCc4ccccc4C3)c12` gave GSK3B inh -6.3, KCNQ1 block inactive, KCNK9 block inactive, RGS4 pot inactive, PolyA inh inactive, RGS4 block inactive, KCNK3 block inactive, Dyrk1A ADPGlo 2.4, hERG protect -22.1 and KCNQ1 act inactive.
Screening O=C1CNC(c2ccccc2Cl)c2cc(Br)ccc2N1 (stereo not given) returned GSK3B inh 1.5, KCNQ1 block inactive, GSK3A inh 3.2, KCNK9 block inactive, RGS4 pot inactive, PolyA inh inactive, RGS4 block inactive, KCNK3 block inactive, Dyrk1A ADPGlo 0.7, hERG protect -7.4 and KCNQ1 act inactive.
For Cc1nc2cc([N+](=O)[O-])ccc2c(=O)n1-c1ccc(Br)cc1 the results were GSK3B inh -1.1, KCNQ1 block inactive, GSK3A inh -1.5, KCNK9 block inactive, RGS4 pot inactive, PolyA inh inactive, RGS4 block inactive, KCNK3 block inactive, Dyrk1A ADPGlo -6.0, hERG protect -4.0 and KCNQ1 act inactive.
Screening N/C(=N\[N+](=O)[O-])N1CCN(C(=O)OC2CCCC2)CC1 returned GSK3B inh 0.6, KCNQ1 block inactive, GSK3A inh -3.2, KCNK9 block inactive, RGS4 pot inactive, PolyA inh inactive, RGS4 block inactive, KCNK3 block inactive, Dyrk1A ADPGlo -3.2, hERG protect -6.2 and KCNQ1 act inactive.
Screening COc1ccc(N2CCN(Cc3nc4ccccc4[nH]3)CC2)cc1 returned GSK3B inh -1.6, KCNQ1 block inactive, GSK3A inh -3.4, KCNK9 block inactive, RGS4 pot inactive, PolyA inh inactive, RGS4 block inactive, KCNK3 block inactive, Dyrk1A ADPGlo 3.8, hERG protect -7.4 and KCNQ1 act inactive.
Screening CCC(CC)C(=O)NC1CCSC1=O (stereo not given) returned GSK3B inh 0.6, KCNQ1 block inactive, KCNK9 block inactive, RGS4 pot inactive, PolyA inh inactive, RGS4 block inactive, KCNK3 block inactive, Dyrk1A ADPGlo 16.6, hERG protect -4.6 and KCNQ1 act inactive.
Screening CN(C)C(=O)Oc1ccc(Cl)c2ccccc12 returned GSK3B inh 0.2, KCNQ1 block inactive, GSK3A inh -1.9, KCNK9 block inactive, RGS4 pot inactive, PolyA inh inactive, RGS4 block inactive, KCNK3 block inactive, Dyrk1A ADPGlo -1.8, hERG protect -5.4 and KCNQ1 act inactive.
Screening CC(C)OCCCNC(=O)c1c(N)n(CC2CCCO2)c2nc3ccccc3nc12 (stereo not given) returned GSK3B inh -6.1, KCNQ1 block inactive, GSK3A inh 6.6, KCNK9 block inactive, RGS4 pot -7.21*, PolyA inh inactive, RGS4 block inactive, KCNK3 block inactive, hERG protect -15.4 and KCNQ1 act inactive.
Screening C=CCN1C(=O)NC(=O)C(Cc2ccc(OC)c(OC)c2)C1=O (stereo not given) returned GSK3B inh 2.2, KCNQ1 block inactive, GSK3A inh 0.6, KCNK9 block inactive, RGS4 pot inactive, PolyA inh inactive, RGS4 block inactive, KCNK3 block inactive, Dyrk1A ADPGlo 1.8, hERG protect -2.5 and KCNQ1 act inactive.
CCc1cc(=O)oc2cc(OCC(=O)N3C[C@H]4C[C@@H](C3)c3cccc(=O)n3C4)c(Cl)cc12 was read as GSK3B inh 4.6, KCNQ1 block inactive, GSK3A inh -0.1, KCNK9 block inactive, RGS4 pot inactive, PolyA inh inactive, RGS4 block inactive, KCNK3 block inactive, Dyrk1A ADPGlo -7.3, hERG protect -5.9 and KCNQ1 act inactive.
`CCn1c(O)c(C=NCCN2CCOCC2)c(=O)[nH]c1=S` gave GSK3B inh -4.7, KCNQ1 block inactive, GSK3A inh 1.9, KCNK9 block inactive, RGS4 pot inactive, PolyA inh inactive, RGS4 block inactive, KCNK3 block inactive, Dyrk1A ADPGlo 1.5, hERG protect -0.4 and KCNQ1 act inactive.
For CC(C)OC(=O)c1c(N)n(Cc2ccco2)c2nc3ccccc3nc12 the results were GSK3B inh 0.0, KCNQ1 block inactive, GSK3A inh 7.2, KCNK9 block inactive, RGS4 pot inactive, PolyA inh inactive, RGS4 block inactive, KCNK3 block inactive, Dyrk1A ADPGlo 14.7, hERG protect -10.4 and KCNQ1 act inactive.
Screening COc1ccccc1/C=C1\C(=O)NC(=S)N(c2ccccc2)C1=O returned GSK3B inh -1.4, KCNQ1 block inactive, GSK3A inh 1.2, KCNK9 block inactive, RGS4 pot inactive, PolyA inh inactive, RGS4 block inactive, KCNK3 block inactive, Dyrk1A ADPGlo 2.5, hERG protect -6.6 and KCNQ1 act inactive.
`O=c1[nH]c(=O)n(-c2cccc3ccccc23)c(O)c1/C=N/N1CCCCCC1` gave GSK3B inh -1.9, KCNQ1 block inactive, GSK3A inh -0.8, KCNK9 block inactive, RGS4 pot inactive, PolyA inh inactive, RGS4 block inactive, KCNK3 block inactive, hERG protect -3.1 and KCNQ1 act inactive.
CC1(C)CN=C(Nc2ccc(F)c(F)c2)S1 was read as GSK3B inh -6.2, KCNQ1 block inactive, GSK3A inh -2.6, KCNK9 block inactive, RGS4 pot inactive, PolyA inh inactive, RGS4 block inactive, KCNK3 block inactive, Dyrk1A ADPGlo 6.4, hERG protect -9.8 and KCNQ1 act inactive.
